MsrA inh – bovine MsrA enzyme inhibitors, primary screen, biochemical, absorbance, HTS. Methionine sulfoxide reductase A (Bos taurus). purified bovine MsrA, absorbance read-out. inhibition, % at 15.5 µM. 360,000 compounds, 0.75% hits; in the data active means inhibition above about 4.5%;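 further: 0% = vehicle wells with enzyme and 100% = reference inhibitor wells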
TbMetRS inhib – T. brucei MetRS inhibitors, primary screen, biochemical, luminescence. 360,000 compounds, 0.4% hits. purified T. brucei MetRS, ATP depletion, Kinase-Glo luminescence. inhibition, % at 11.9 µM;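 active means inhibition above a per-plate cutoff of the control wells' mean inhibition plus 3 SD, cut at about 5.5% in these data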;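 further: 0% = DMSO wells median and 100% = median of wells with control inhibitor compound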
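Material: T. brucei methionyl-tRNA synthetase, purified; reagent: substrates ATP, L-methionine and bulk Escherichia coli tRNA; dosing: 11.9 µM single point; timing: 15 min plus 2 h at 25 °C; detection: luminescence of leftover ATP; evaluation: % inhibition; control set: DMSO-only wells as low control; replicates: singlicate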
Neddylation inh – inhibitors of cullin neddylation, primary screen, biochemical, TR-FRET, uHTS, NAE and Ubc12. NEDD8-conjugating enzyme Ubc12 (Homo sapiens) + NEDD8-activating enzyme E1 regulatory …. calls only at 25 µM. 360,000 compounds, 0.58% hits; in the data active means inhibition above about 36%
eLon inh – inhibitors of E. coli Lon protease, primary screen, biochemical, fluorescence polarization. P0A9M0. purified E. coli Lon protease. inhibition, % at 7.94 µM. 360,000 compounds, 0.42% hits. AID 602123, 2011; in the data active means inhibition above about 13%, passing the limit was not always enough;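 further: 0% = enzyme with probe and DMSO and 100% = no enzyme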
PABP1 MLLE inh – inhibitors of PABP1 MLLE–PAM2 peptide binding, primary screen, biochemical, fluorescence polarization, FITC-PAM2, GST-MLLE; inhibition, % at 20 µM; 360,000 compounds, 0.36% hits; AID 588489, 2011; in the data active means inhibition above about 35%, passing the limit was not always enough;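 further: plate controls were DMSO wells with GST-MLLE for no effect and wells lacking GST-MLLE protein for full effect; some results filed as inactive read as strong as hits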
Rin1-Abl PPI inh – inhibitors of Rin1-Abl protein binding, primary screen, biochemical, TR-FRET; 360,000 compounds, 0.4% hits; inhibition, % at 7.35 µM; in the data active means inhibition above about 5%, passing the limit was not always enough
Target sequence (P00519 whole entry, looked up): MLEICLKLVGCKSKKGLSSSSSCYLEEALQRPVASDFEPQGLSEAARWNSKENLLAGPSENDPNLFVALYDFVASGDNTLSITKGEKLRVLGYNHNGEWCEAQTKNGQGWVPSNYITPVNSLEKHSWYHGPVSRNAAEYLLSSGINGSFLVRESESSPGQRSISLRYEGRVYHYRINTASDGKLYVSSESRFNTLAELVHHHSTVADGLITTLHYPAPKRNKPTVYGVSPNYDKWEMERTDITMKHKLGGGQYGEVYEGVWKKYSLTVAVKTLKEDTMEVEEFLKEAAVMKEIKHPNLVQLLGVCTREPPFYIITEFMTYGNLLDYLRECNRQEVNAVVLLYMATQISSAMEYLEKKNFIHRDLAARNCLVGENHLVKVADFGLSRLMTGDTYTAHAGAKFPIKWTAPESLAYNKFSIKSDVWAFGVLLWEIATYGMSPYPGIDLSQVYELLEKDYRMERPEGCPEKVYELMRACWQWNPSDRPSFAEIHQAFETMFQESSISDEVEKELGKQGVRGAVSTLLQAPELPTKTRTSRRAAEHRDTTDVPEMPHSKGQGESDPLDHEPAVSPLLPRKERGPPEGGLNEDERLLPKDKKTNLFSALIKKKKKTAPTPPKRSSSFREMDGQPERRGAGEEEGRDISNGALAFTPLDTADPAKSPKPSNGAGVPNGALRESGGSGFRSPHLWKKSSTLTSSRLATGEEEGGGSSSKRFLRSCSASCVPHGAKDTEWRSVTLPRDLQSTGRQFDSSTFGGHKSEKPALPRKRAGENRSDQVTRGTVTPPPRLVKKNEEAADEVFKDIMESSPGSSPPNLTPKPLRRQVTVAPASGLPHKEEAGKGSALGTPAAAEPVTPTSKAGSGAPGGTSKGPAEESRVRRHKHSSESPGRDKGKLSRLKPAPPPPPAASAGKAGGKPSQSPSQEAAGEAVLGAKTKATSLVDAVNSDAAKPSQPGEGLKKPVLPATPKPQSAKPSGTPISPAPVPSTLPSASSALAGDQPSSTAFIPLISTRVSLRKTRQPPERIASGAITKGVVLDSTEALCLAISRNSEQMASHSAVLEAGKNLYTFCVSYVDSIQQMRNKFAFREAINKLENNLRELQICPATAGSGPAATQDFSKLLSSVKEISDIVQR
Target sequence (Q13671 whole entry, looked up): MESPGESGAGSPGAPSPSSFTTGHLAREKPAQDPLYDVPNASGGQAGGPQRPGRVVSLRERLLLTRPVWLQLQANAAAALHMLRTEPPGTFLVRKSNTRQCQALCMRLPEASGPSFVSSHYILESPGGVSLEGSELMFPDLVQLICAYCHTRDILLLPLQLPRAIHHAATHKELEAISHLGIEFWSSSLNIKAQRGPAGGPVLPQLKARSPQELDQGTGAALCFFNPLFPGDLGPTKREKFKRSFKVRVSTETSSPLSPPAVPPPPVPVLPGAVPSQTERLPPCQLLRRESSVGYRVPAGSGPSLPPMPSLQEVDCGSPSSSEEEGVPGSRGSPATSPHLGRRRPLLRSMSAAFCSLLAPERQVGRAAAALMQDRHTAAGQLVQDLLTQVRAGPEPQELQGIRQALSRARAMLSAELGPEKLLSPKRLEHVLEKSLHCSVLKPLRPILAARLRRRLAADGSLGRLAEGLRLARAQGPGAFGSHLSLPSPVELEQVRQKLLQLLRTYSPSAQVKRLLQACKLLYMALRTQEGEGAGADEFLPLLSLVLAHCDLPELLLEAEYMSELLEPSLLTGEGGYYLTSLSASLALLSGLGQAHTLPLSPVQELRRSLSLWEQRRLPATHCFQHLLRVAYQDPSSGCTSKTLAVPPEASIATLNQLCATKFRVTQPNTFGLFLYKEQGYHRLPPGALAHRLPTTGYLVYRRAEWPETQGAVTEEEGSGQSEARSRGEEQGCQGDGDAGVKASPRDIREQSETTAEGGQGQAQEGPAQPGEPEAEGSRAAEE
bovine MsrA act – bovine MsrA enzyme activators, primary screen, biochemical, absorbance, HTS. Methionine sulfoxide reductase A (Bos taurus). purified bovine MsrA, absorbance read-out. activation, % at 10.6 µM. 360,000 compounds, 0.3% hits; in the data active means activation above about 7.5%;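 further: 0% = vehicle and 100% = reference activator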
CSN deneddyl inh – inhibitors of CSN-mediated cullin deneddylation, primary screen, biochemical, fluorescence polarization, uHTS. Purified CSN, SCF-Nedd8-OG deneddylation. inhibition, % at 12.5 µM. 360,000 compounds, 0.38% hits. AID 651999, 2013;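 active means pattern-corrected inhibition above about 35%, with an unprinted fluorescence ratio check between 0.5 and 1.5, limit read from the data, passing the limit was not always enough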;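 further: 0% = enzyme with substrate and 100% = substrate without enzyme; some results filed as inactive read as strong as hits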
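Material: human Csn5 produced in HEK293T cells; Input: enzyme 0.24 nM; Reagent: SCFSkp2-Nedd8OG substrate at 10 nM final; Dosing: 12.5 µM compound; Incubation: 90 min reaction at room temperature; Detection: fluorescence polarization of the substrate; Evaluation: % inhibition of substrate cleavage by Csn5; Control set: substrate-only high control, full reaction low control.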
FAS-TE inh – FAS thioesterase domain inhibitors, primary screen, biochemical, fluorescence intensity, uHTS; Fatty acid synthase (Homo sapiens), P49327; recombinant FAS-TE, OMFH fluorogenic substrate, fluorescence endpoint; inhibition, % at 15 µM; 360,000 compounds, 0.67% hits;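 active means compounds whose normalised, plate-corrected inhibition of enzyme fluorescence in the single-dose primary screen is 50% or more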;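 further: 0% = DMSO with enzyme and 100% = substrate without enzyme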
Numbers without * were called inactive; i = inactive; nt = no result given.

no. | mol | MsrA inh | TbMetRS inhib | Neddylation inh | eLon inh | PABP1 MLLE inh
1 | Cc1nn(Cc2ccc(Cl)cc2)c(C)c1NC(=O)CSc1nc2c(c(C(F)(F)F)n1)CCc1ccccc1-2 | -0.5 | -1.0 | i | -3 | 3
2 | COc1cc(OC)cc(C(=O)N2CCN(S(C)(=O)=O)CC2)c1 | -1.9 | 0.0 | i | -4 | -9
3 | Cc1nc(COC(=O)c2ccc(CO)cc2)cs1 | -1.4 | -0.5 | i | -9 | -3
4 | CCCCP(=O)(CCCC)Cc1ccccc1 | -0.8 | 0.5 | i | -3 | 4
5 | NS(=O)(=O)c1ccc(O)c(NC(=O)c2ccc([N+](=O)[O-])o2)c1 | 0.9 | -0.5 | i | 1 | 23
6 | COc1ccc(OC)c(NS(=O)(=O)c2ccc(-c3coc(C)n3)cc2)c1 | nt | -0.4 | i | -11 | -6
7 | c1ccc(-n2nnc3ccccc32)cc1 | -1.1 | -0.9 | i | -11 | 11
8 | c1ccc(CCCCc2ccncc2)cc1 | 0.7 | 0.3 | i | -11 | -16
9 | CC(/C=C/c1ccc2c(c1)OCO2)=N/NC(=O)c1ccncc1 | 5.6* | 4.0 | i | 6 | 3
10 | CCOc1ccccc1CN1CCN(Cc2[nH]c3ccccc3c2C)CC1CCO (configuration not stated) | 0.1 | -1.6 | i | 4 | -7

no. | Rin1-Abl PPI inh | bovine MsrA act | CSN deneddyl inh | FAS-TE inh
1 | 0 | -4 | 5 | 3
2 | -2 | -3 | 1 | 1
3 | 1 | -1 | -3 | -8
4 | 3 | 0 | 2 | -7
5 | -2 | -2 | 2 | 11
6 | 2 | -5 | 5 | 0
7 | 2 | 1 | 0 | 0
8 | 2 | 0 | -3 | -4
9 | 1 | -7 | 6 | -3
10 | 1 | -11 | 3 | -4

Later entries:
no. | mol | MsrA inh | TbMetRS inhib | Neddylation inh | eLon inh | PABP1 MLLE inh
11 | Cc1ccnc2nc(C(=O)OCC(=O)NC3CCCC(C)C3C)nn12 (configuration not stated) | 0.4 | -0.6 | i | 2 | -20
12 | Cc1ccc(-c2nnn(CC(=O)N(CC(=O)NC3CCCCC3)c3ccccc3F)n2)o1 | 0.2 | -0.3 | i | -4 | -7
13 | Cc1cc(C)cc(NC(=O)CSCc2cc(=O)n3ccsc3n2)c1 | 1.9 | 0.0 | i | -9 | 5
14 | COc1ccc(CN2C(=O)c3cccnc3C2=O)cc1S(=O)(=O)N1CCOc2ccc(Cl)cc21 | 1.8 | 0.4 | i | -4 | -3
15 | COc1ccc(S(=O)(=O)N2CCOC2CNC(=O)C(=O)NCc2ccco2)cc1 (configuration not stated) | 0.7 | -0.8 | i | -3 | 8
16 | CCCCn1c(N)c(N(CCOC)C(=O)c2c(CC)noc2C)c(=O)[nH]c1=O | 0.2 | -0.2 | i | -5 | 2
17 | O=C(NCc1cccc(Cl)c1)C1CCCN(c2ncnc3c2nc2n3CCCCC2)C1 (configuration not stated) | -0.9 | -0.2 | i | -5 | 4
18 | COc1ccc(S(=O)(=O)N2CCCC2CNC(=O)C(=O)NCc2ccccc2Cl)cc1 (configuration not stated) | 0.4 | 0.0 | i | -4 | 8
19 | CCCCN(C1CCS(=O)(=O)C1)S(=O)(=O)c1ccc(OC)cc1 (configuration not stated) | 1.7 | -0.3 | i | -11 | -5
20 | CC(Sc1nc(NCc2ccccc2)nc(N(C)C)n1)C(=O)Nc1ccccc1 (configuration not stated) | -0.2 | -0.8 | i | -8 | -2

no. | Rin1-Abl PPI inh | bovine MsrA act | CSN deneddyl inh | FAS-TE inh
11 | -1 | -8 | 0 | -5
12 | 1 | 0 | 0 | 6
13 | 3 | -4 | -6 | -5
14 | 0 | -4 | 4 | 15
15 | 1 | -3 | 1 | -4
16 | 3 | -2 | -2 | -1
17 | 3 | -4 | -1 | 7
18 | 0 | -3 | 2 | 16
19 | 5 | 0 | -4 | -2
20 | 1 | -3 | -2 | 27

(list continues)
no. | mol | MsrA inh | TbMetRS inhib | Neddylation inh | eLon inh | PABP1 MLLE inh
21 | CCCNc1nc(=S)n(-c2ccccc2)c(C)c1C(C)=O | 1.0 | -0.2 | i | 2 | 22
22 | CC(C)CCOc1cccc(C2c3c(oc4ccccc4c3=O)C(=O)N2CCCN2CCOCC2)c1 (configuration not stated) | -0.3 | 0.0 | i | -1 | 5
23 | C=CCSc1nc(C)c(CCCC)c(=O)[nH]1 | -0.3 | -1.2 | i | 9 | 11
24 | CCCCCCCn1c2c(c(=N)c3ccccc31)CCC2 | -0.1 | 1.1 | i | -2 | -99
25 | CCn1nc(CC(=O)Nc2nnc(CC(=O)N3CCCCC3)s2)c2ccccc2c1=O | -0.7 | -1.6 | i | 1 | -7
26 | Cc1cccc(C)c1NC(=O)C1C(c2ccc3c(c2)OCO3)=Nc2ccccc2N1C(=O)c1ccccn1 (configuration not stated) | 1.6 | 0.3 | i | nt | nt
27 | O=Cc1ccc(OCC(=O)NCC2CCCO2)cc1 (configuration not stated) | 0.6 | -0.2 | i | 5 | 12
28 | O=C(Cc1ccc(Cl)cc1)NNC(=O)C1CC=CCC1C(=O)O (configuration not stated) | 0.2 | -0.5 | i | 4 | -10
29 | COc1ccccc1N1CCN(C(=O)c2cc3n(n2)C(C(F)(F)F)CC(c2ccco2)N3)CC1 (configuration not stated) | 0.4 | 0.2 | i | -2 | 8
30 | COc1cc(C[C@H](C)[C@H](C)Cc2ccc3c(c2)OCO3)ccc1O | nt | -0.2 | i | -5 | -46

no. | Rin1-Abl PPI inh | bovine MsrA act | CSN deneddyl inh | FAS-TE inh
21 | -1 | -4 | -2 | -9
22 | 2 | -3 | 0 | -1
23 | 6 | -14 | -10 | -9
24 | 1 | -2 | -9 | 11
25 | -5 | -1 | 2 | -7
26 | nt | nt | 1 | nt
27 | 3 | -2 | 6 | -4
28 | 4 | -5 | 1 | -7
29 | 2 | 4 | 0 | 5
30 | 2 | 16* | 3 | 31

Next records.
no. | mol | MsrA inh | TbMetRS inhib | Neddylation inh | eLon inh | PABP1 MLLE inh
31 | O=C(Nc1cc(S(=O)(=O)N2CCOCC2)ccc1Cl)c1ccncc1 | 0.1 | -0.1 | i | -6 | 1
32 | COc1cccc(OC)c1Nc1nc(C)nc2c1nnn2Cc1ccccc1Cl | -0.2 | -0.3 | i | 4 | -23
33 | COC(=O)\C(C(C)=O)=C(/C=C/C=C/C=C/N(C)C)N(C)C | 2.1 | -1.2 | i | 2 | 3
34 | CCOC(=O)c1c(-c2ccc(C)o2)csc1N | -0.8 | 0.3 | i | 9 | 26
35 | O=C(O)CC1SC(=O)N(CC(=O)c2ccccc2)C1=O (configuration not stated) | 0.8 | 0.0 | i | -5 | 6
36 | CCc1cc2cc3c(cc2nc1SCC(=O)Nc1c[nH]c(=O)[nH]c1=O)OCO3 | 1.9 | -0.2 | i | -2 | 11
37 | CCc1nc2c(OCC(=O)C(C)(C)C)cccn2c1N(C)C(=O)c1ccccc1F | 0.6 | -0.2 | i | 2 | 10
38 | CCNC(=O)C(CCSC)NS(=O)(=O)c1ccc(C)cc1 (configuration not stated) | -1.1 | 0.2 | i | -3 | -7
39 | O=c1oc2ccccc2n1Cc1cccc(F)c1 | -1.9 | -1.2 | i | -6 | 3
40 | CCCCCC(=O)Nc1nc2ccccc2[nH]1 | -0.3 | 0.2 | i | -4 | 18

no. | Rin1-Abl PPI inh | bovine MsrA act | CSN deneddyl inh | FAS-TE inh
31 | 3 | 0 | 1 | -9
32 | 3 | -1 | 7 | -4
33 | 3 | -10 | 17 | -57
34 | -2 | 0 | -8 | 3
35 | 0 | -4 | 0 | -8
36 | 1 | -4 | -1 | -9
37 | 2 | -1 | 3 | -5
38 | -4 | -8 | 1 | -7
39 | 0 | -7 | 11 | -7
40 | 2 | 3 | 4 | 0

Other compounds.
no. | mol | MsrA inh | TbMetRS inhib | Neddylation inh | eLon inh | PABP1 MLLE inh
41 | O=S(=O)(c1ccsc1)N1CC=C(c2ccccc2)CC1 | -1.4 | -0.6 | i | -7 | -7
42 | Cc1cc(NS(=O)(=O)c2ccc(C(C)C)cc2)no1 | 2.0 | 0.1 | i | -3 | -12
43 | CC(C)C(=O)NNC(=O)c1csc(CS(=O)(=O)c2ccc(Cl)cc2)n1 | -1.1 | 0.8 | i | -5 | -5
44 | CCn1c(=O)c([N+](=O)[O-])c(NCCN(C)C)c2ccccc21 | 1.5 | 2.9 | i | -2 | 15
45 | Cc1cc(=O)n2nc(N3CCC(C(=O)Nc4cccc(Cl)c4C)CC3)sc2n1 | -0.4 | -0.4 | i | 1 | 4
46 | COC(=O)[C@]1(C)N[C@H](CN(C)C(=O)Nc2ccc(OC)cc2)[C@@H]2C(=O)N(Cc3ccccc3)C(=O)[C@@H]21 | 0.0 | 0.2 | i | -3 | 5
47 | CCN(CC)CCNCC1C(=O)O[C@@H]2C[C@@]3(C)CCC[C@H](C)C3=C[C@H]12 (some centres not stated) | 0.6 | -1.4 | i | 7 | 1
48 | CCOc1ccc(S(=O)(=O)n2cnc3cc(C)c(C)cc32)cc1 | 1.1 | -1.6 | i | 3 | -17
49 | Cc1oc(C(=O)O)cc1COc1ccc2c3c(c(=O)oc2c1)CCC3 | 1.5 | 0.8 | nt | -3 | 1
50 | C[C@H]1CN([C@@H](C)CO)C(=O)CCCn2cc(nn2)CO[C@@H]1CN(C)S(=O)(=O)c1ccc2c(c1)OCCCO2 | -0.8 | -1.0 | i | -4 | 6

no. | Rin1-Abl PPI inh | bovine MsrA act | CSN deneddyl inh | FAS-TE inh
41 | 1 | -10 | 2 | 16
42 | 0 | -4 | -2 | -3
43 | -1 | -3 | -2 | -9
44 | 2 | -4 | 2 | -5
45 | 3 | -4 | 1 | -6
46 | -1 | 1 | -3 | -10
47 | -1 | -9 | 0 | -5
48 | 0 | -8 | 2 | 13
49 | -4 | -4 | 7 | -8
50 | 1 | -2 | 6 | -10

(continued)
no. | mol | MsrA inh | TbMetRS inhib | Neddylation inh | eLon inh | PABP1 MLLE inh
51 | CCCn1c(NC(=O)c2cccc(S(=O)(=O)N3CCCC3)c2)nc2ccccc21 | 1.5 | -0.6 | i | 4 | -2
52 | COc1ccc(S(=O)(=O)N2CCCCC2)cc1NC(=O)CNc1ccccc1C(C)=O | -0.5 | -0.5 | i | -5 | -28
53 | Cn1cccc1/C=C1\SC(=S)N(NC(=O)c2cccc(Cl)c2)C1=O | 1.9 | -4.2 | i | -327 | -127
54 | CCC(C)NC(=O)C(Cc1ccccc1)n1cccc1 (configuration not stated) | -0.9 | -0.8 | i | 0 | 9
55 | CCc1cc(C(=O)Cc2ccc(F)cc2)c(O)cc1O | 3.1 | -0.6 | i | -4 | 2
56 | COc1ccccc1CNS(=O)(=O)CCNCc1ccco1 | 0.3 | 0.4 | i | -5 | -3

no. | Rin1-Abl PPI inh | bovine MsrA act | CSN deneddyl inh | FAS-TE inh
51 | -5 | -11 | 1 | 36
52 | 3 | -3 | -10 | 14
53 | 3 | -6 | 36* | 1
54 | 0 | -2 | -2 | -7
55 | 1 | -4 | 1 | -2
56 | -5 | -2 | 0 | -6

Bioassay records (PubChem)
